High-throughput results: PubChem, The Scripps Research Institute Molecular Screening Center
OX1R antag-1: OX1R (HCRTR1) antagonists, primary screen, fluorescence, CHO/OX1R cells, Fluo-8 calcium, orexin A; Orexin/Hypocretin receptor type 1 (Homo sapiens), O43613; AID 434989, 2010; Fluo-8 calcium fluorescence; actives 0.43% (n = 330,000); inhibition, % at 5 µM;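 active = inhibition above its plate's threshold, mean inhibition of all tested compounds on the plate plus 3 SD, cut at about 37% in these data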;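 note: 0% = orexin A challenge wells and 100% = SB-334867-A antagonist wells; not every result past the cut was called active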
Target sequence (O43613 whole entry, looked up): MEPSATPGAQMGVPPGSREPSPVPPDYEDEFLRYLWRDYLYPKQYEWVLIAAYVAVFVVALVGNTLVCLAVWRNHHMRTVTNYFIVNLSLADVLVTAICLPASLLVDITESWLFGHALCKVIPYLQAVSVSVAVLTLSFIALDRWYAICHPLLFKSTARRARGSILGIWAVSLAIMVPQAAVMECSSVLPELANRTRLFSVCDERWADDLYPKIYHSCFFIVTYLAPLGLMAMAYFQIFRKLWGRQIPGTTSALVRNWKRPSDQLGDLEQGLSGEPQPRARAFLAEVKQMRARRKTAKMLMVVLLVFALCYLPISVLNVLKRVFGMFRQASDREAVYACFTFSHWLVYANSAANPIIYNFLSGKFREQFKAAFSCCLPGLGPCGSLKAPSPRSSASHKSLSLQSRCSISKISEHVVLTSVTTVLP
OX1R antag-2: antagonists of human orexin 1 receptor (OX1R) | OX1R-expressing cells, FRET antagonist read-out | actives 1.8% (n = 330,000) | Orexin/Hypocretin receptor type 1 (Homo sapiens), O43613 | AID 485270, 2010 | inhibition, % at 6.6 µM; in the data active = inhibition mostly above about 38%, no sharp cut-off; inactive = mostly below about 40%;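 note: 0% = agonist challenge alone and 100% = reference antagonist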
Numbers without * were called inactive. This is a random part of the collection; about 2.1% have a hit in one of these screens.

SMILES	OX1R antag-1	OX1R antag-2
COc1ccc(N2C(=O)C(CC(=O)Nc3ccc(F)cc3)N(CCc3ccc(OC)c(OC)c3)C2=O)cc1 (configuration not stated)	-39	10
O=S(=O)(Nc1cc(Cl)ccn1)c1ccc(Cl)cc1	-7	5
CSc1nc2nc3c(c(=O)n2[nH]1)CCCC3	-5	9
CC1CCCCN1CC(=O)c1c[nH]c2ccccc12 (configuration not stated)	-13	10
O=C(COc1ccccc1)NC(=S)Nc1cccc2cc(O)ccc12	-14	-9
Cc1noc(COc2ccccc2OCC(O)CNC(C)(C)C)n1 (configuration not stated)	-6	21
CCN(C(=O)COC(=O)c1ccccc1Nc1cccc(C)c1C)C1CCS(=O)(=O)C1 (configuration not stated)	-44	-1
O=C(Nc1ccccc1Cl)c1ccc(Cl)cc1Cl	-18	20
Cc1cc(O)c2/c(=N\N)c(-c3csc(C)n3)coc2c1	-9	8
O=C(O)C[C@H]1c2cc(C(F)(F)F)ccc2S(=O)(=O)N1C1CCCC1	-22	13
COc1ccc(CN2CCNC(=O)C2CC(=O)N2CCCCO2)c(OC)c1 (configuration not stated)	-11	2
COc1ccc(CC(=O)OCC(=O)NCc2ccc(Cl)cc2)cc1	-14	-1
CN(C)c1ccc(NC(=O)CCN2C(=O)c3cccc([N+](=O)[O-])c3C2=O)cc1	-13	45
CCOC(=O)c1csc(N/N=C2\CCc3ccccc32)n1	-54	6
CCCCOc1ccc(C(=O)NCC(=O)NCCOc2ccc(C)cc2)cc1	-8	3
Cc1cccc(NC(=O)Nc2cnccn2)c1	1	10
CN(C)S(=O)(=O)c1ccc(C(=O)Nc2ccc(S(=O)(=O)NC3=NCCCCC3)cc2)cc1	-10	20
Cc1ccccc1[C@@H](NC(=O)OC(C)(C)C)C(=O)OC(C)(C)C	-2	6
Cc1cc(N2CCOCC2)ccc1/C=C1\NC(=O)N(Cc2ccccc2F)C1=O	1	4
O=C(Nc1ccsc1C(=O)NC1CCCCC1)c1ccc(F)cc1	-11	21
COC(=O)[C@H](CCSC)NC(=O)NCc1cccs1	7	8
Cc1nc2sc(C(c3ccc(F)cc3)N3CCOCC3)c(O)n2n1 (configuration not stated)	17	5
O=C(NC1CCS(=O)(=O)C1)c1ccc(Br)s1 (configuration not stated)	-6	11
CCC(CC)NC(=O)Nc1ccccc1C	-5	8
Cc1cc(NC(=O)c2ccco2)sc1C	4	6
O=C1C2C3CCC(C3)C2C(=O)N1Cc1ccccc1 (configuration not stated)	5	0
Cc1ccccc1-c1nc(CN2CCC(C(=O)NC3CCCCC3)CC2)c(C)o1	-33	25
COc1cc(C(=O)NCCc2ccc(S(=O)(=O)N3CCCC3)cc2)cc(OC)c1OC	-38	3
FC(F)(F)c1cccc(Cc2noc(CN3CCC(N4CCCCC4)CC3)n2)c1	-22	31
O=C(CC1CCCC1)NCCS(=O)(=O)N1CCN(c2ccc(F)cc2)CC1	-27	18
CN1CCN(C(=O)C2CCN(c3ncc(C(F)(F)F)cc3Cl)CC2)CC1	-24	16
CN(C)/C=C(\C#N)C(=O)N/N=C/c1ccc(Cl)cc1	-3	12
CCN1C(=O)CSC1=NC1C2CC3CC(C2)CC1C3 (configuration not stated)	-15	0
Cc1ccc(S(=O)(=O)Cn2nnnc2CN2CCOCC2)cc1	12	18
Cc1cc(C)n2ncc(C(=O)NCc3cccnc3)c2n1	-11	30
Cc1ccc(S(=O)(=O)n2ccc3c2CCCC3=O)cc1	-14	-1
O=C(CSc1nnc(-c2ccc(S(=O)(=O)N3CCOCC3)cc2)o1)c1ccccc1F	-17	9
O=C(O)CN1C(=O)NC2(CCCc3ccccc32)C1=O (configuration not stated)	-12	12
CC[C@H]1c2[nH]c3ccccc3c2C[C@@H]2C(=O)N(c3ccc(F)cc3)C(=O)N21	-29	4
O=C(O)c1ccc(CS(=O)(=O)c2c(Cl)cccc2Cl)o1	-15	10
COc1cc(NC2c3ccccc3C(=O)N2c2ccc(C)cn2)cc(OC)c1OC (configuration not stated)	-30	14
CCc1c(C)c2ccc(OCC(=O)OC(C)C)c(C)c2oc1=O	7	21
Cc1c(C)c2ccc(OC(C)C(=O)NC3CC(C)(C)NC(C)(C)C3)cc2oc1=O (configuration not stated)	-14	8
N#Cc1c(N)oc(-c2cccs2)c1-c1cccs1	-18	46
N#Cc1ccc(S(=O)(=O)NCC(=O)OCC(=O)N2CCCC2=O)cc1	-6	18
O=C(CC1Oc2ccccc2NC1=O)NCCCN1CCCC1=O (configuration not stated)	-5	8
Cc1ccc(-c2nnn(CC(=O)N(CCN3CCOCC3)C(C(=O)NC3CCCC3)c3ccncc3)n2)o1 (configuration not stated)	-16	13
O=C(NC1CC2CCCC(C1)N2S(=O)(=O)c1ccccc1)c1ccccc1 (configuration not stated)	-27	28
CCn1c(SC)nnc1-c1nnc(SC)n1CC	-2	10
COc1ccc(/C=N/Nc2ncnc3scc(-c4ccccc4)c23)cc1OC	-11	15
CC(=O)Nc1nnc(-c2ccc(Cl)s2)o1	-4	21
COC(=O)c1cc(NS(=O)(=O)c2ccc(F)cc2)ccc1N1CCOCC1	-20	10
CCOC(=O)[C@H]1[C@H]2COc3ccc(C)cc3[C@@H]2N2C(=O)CN(Cc3ccc(OC)cc3)C(=O)[C@@]12C	-6	9
Cc1cc(=O)c2ccccc2n1CC(=O)NCc1ccccc1	-15	27
O=C(NC1CCCCC1)C(c1ccccc1)N(C(=O)c1csnn1)C1CCCC1 (configuration not stated)	-17	27
COc1ccc(/C=N/NC(=O)c2c(-c3ccccc3)noc2C)cc1	-10	50
COc1cc(C2Nc3cccc4cccc(c34)N2)ccc1OC(C)=O	-7	6
CCOP(=O)(OCC)C(NC(=O)c1ccc(OC)cc1)c1ccccc1 (configuration not stated)	-2	-2
COCc1cc(C)nc2sc(C(=O)Nc3ccccc3OC)c(N)c12	-19	31
CSc1ccc(/C=N/NC(=O)C[n+]2ccccc2)cc1	14	-3

Next section
SMILES	OX1R antag-1	OX1R antag-2
Cc1ccc(S(=O)(=O)N(C)C)cc1NC(=O)c1cccnc1Oc1ccccc1	-8	8
O=C(Cn1ncc2c3ccccc3n(Cc3ccccc3)c2c1=O)NCCCN1CCOCC1	-15	33
COc1cc(CC(=O)OCC(=O)Nc2cc([N+](=O)[O-])ccc2Cl)cc(OC)c1OC	-33	43
CC(=O)Nc1ccc(S(=O)(=O)Nc2ccc3nc(C)sc3c2)cc1	17	12
N#Cc1ccccc1NC(=O)CN1CCN(c2ccccn2)CC1	-2	1
COc1cc2c(cc1OC)CN(C(=O)COc1ccc(C)c(C)c1)CC2	-32	21
O=C(COc1ccccc1)Nc1c2c(nn1-c1ccccc1)CS(=O)(=O)C2	-2	17
Cc1ccc(CC(NC(=O)c2ccccc2)C(=O)NCC(=O)O)cc1 (configuration not stated)	-10	2
O=C(CC(Nc1cccc(Cl)c1Cl)C(=O)OCC(=O)c1cccs1)c1ccccc1 (configuration not stated)	-6	13
N#CCCN(Cc1cccnc1)C(=O)c1ccc(S(=O)(=O)N2CCOCC2)cc1	-5	15
COc1ccccc1Nc1nc2nonc2nc1N1CCC(C)CC1	-23	8
COc1ccc(C(=O)NC(C(=O)NCC(=O)Nc2c(C)cccc2C)C(C)C)cc1 (configuration not stated)	-33	2
Cc1ccn2c(/C=N/OCc3cccc(F)c3)c(-c3ccc(Cl)cc3)nc2c1	-24	1
Cc1c(C)c2ccc(OCC(=O)NCCN3CCOCC3)cc2oc1=O	-18	5
CCOC1=NS(=O)(=O)c2ccccc21	8	11
O=C(c1cccc(NS(=O)(=O)c2cccc(F)c2)c1)N1CCN(c2ccccc2)CC1	-25	22
COc1cc(C)ccc1OCC(=O)OCC(=O)c1cc(C)n(CC2CCCO2)c1C (configuration not stated)	-5	6
C=CCn1c(SCCNC(C)=O)nc2cc(-c3ccccc3)sc2c1=O	-28	19
Cc1cc(S(=O)(=O)N2CCCC2)ccc1OCC(=O)NCc1ccccn1	3	11
NS(=O)(=O)c1ccc(-c2ccc(C=NC3CCS(=O)(=O)C3)o2)cc1 (configuration not stated)	1	18

For reference, part of the list above.
SMILES	OX1R antag-1	OX1R antag-2
CSc1ccc(/C=N/NC(=O)C[n+]2ccccc2)cc1	14	-3
Cc1ccc(S(=O)(=O)N(C)C)cc1NC(=O)c1cccnc1Oc1ccccc1	-8	8
O=C(Cn1ncc2c3ccccc3n(Cc3ccccc3)c2c1=O)NCCCN1CCOCC1	-15	33
COc1cc(CC(=O)OCC(=O)Nc2cc([N+](=O)[O-])ccc2Cl)cc(OC)c1OC	-33	43
CC(=O)Nc1ccc(S(=O)(=O)Nc2ccc3nc(C)sc3c2)cc1	17	12
N#Cc1ccccc1NC(=O)CN1CCN(c2ccccn2)CC1	-2	1
COc1cc2c(cc1OC)CN(C(=O)COc1ccc(C)c(C)c1)CC2	-32	21
O=C(COc1ccccc1)Nc1c2c(nn1-c1ccccc1)CS(=O)(=O)C2	-2	17
Cc1ccc(CC(NC(=O)c2ccccc2)C(=O)NCC(=O)O)cc1 (configuration not stated)	-10	2
O=C(CC(Nc1cccc(Cl)c1Cl)C(=O)OCC(=O)c1cccs1)c1ccccc1 (configuration not stated)	-6	13
N#CCCN(Cc1cccnc1)C(=O)c1ccc(S(=O)(=O)N2CCOCC2)cc1	-5	15
COc1ccccc1Nc1nc2nonc2nc1N1CCC(C)CC1	-23	8
COc1ccc(C(=O)NC(C(=O)NCC(=O)Nc2c(C)cccc2C)C(C)C)cc1 (configuration not stated)	-33	2
Cc1ccn2c(/C=N/OCc3cccc(F)c3)c(-c3ccc(Cl)cc3)nc2c1	-24	1
Cc1c(C)c2ccc(OCC(=O)NCCN3CCOCC3)cc2oc1=O	-18	5
CCOC1=NS(=O)(=O)c2ccccc21	8	11
O=C(c1cccc(NS(=O)(=O)c2cccc(F)c2)c1)N1CCN(c2ccccc2)CC1	-25	22
COc1cc(C)ccc1OCC(=O)OCC(=O)c1cc(C)n(CC2CCCO2)c1C (configuration not stated)	-5	6
C=CCn1c(SCCNC(C)=O)nc2cc(-c3ccccc3)sc2c1=O	-28	19
Cc1cc(S(=O)(=O)N2CCCC2)ccc1OCC(=O)NCc1ccccn1	3	11
NS(=O)(=O)c1ccc(-c2ccc(C=NC3CCS(=O)(=O)C3)o2)cc1 (configuration not stated)	1	18

Next entries follow:
SMILES	OX1R antag-1	OX1R antag-2
Cn1c(NCc2ccccc2)nc2c1c(=O)n(Cc1ccccc1)c(=O)n2C	-10	4
Oc1cccc(C(Nc2nccs2)c2ccc3cccnc3c2O)c1 (configuration not stated)	-27	7
Cn1nnc2cc(NC(=O)NCc3ccc4c(c3)OCO4)ccc21	5	8
COC(=O)c1cc(C)sc1NC(=O)C1C2C=CC(CC2)C1C(=O)O (configuration not stated)	-27	4
CCCCCCCCN1[C@@H](CC(=O)OC)c2cc(F)ccc2S1(=O)=O	-22	26
Nc1ccc(-n2cnc3cc([N+](=O)[O-])ccc32)cc1	-9	29
CN1C(=O)c2ccc(NC(=O)c3ccc(N4CCCCC4)c([N+](=O)[O-])c3)cc2C1=O	-13	10
O=C(NCCCN1CCN(CCCNC(=O)c2ccc(F)cc2)CC1)c1ccc(F)cc1	-13	1
CN(C)c1cc[n+](CC(=O)N2CCCc3ccccc32)cc1	-7	24
O=C(Nc1ccc(-c2nc3ccccc3s2)c(OC(=O)c2ccccc2)c1)c1ccccc1	-12	13
CCCc1[nH][nH]c(=O)c1C(c1ccc(Cl)cc1)C(C#N)C#N (configuration not stated)	-3	9
COc1cccc(NC(=O)c2sc3nc4n(c(=O)c3c2C)CCC4)c1	-12	18
O=C(NCCCn1ccnc1)c1ccc(NS(=O)(=O)c2cccc([N+](=O)[O-])c2)cc1	-3	27
COC(=O)Cc1nnc(NC(=O)C(C)C)s1	1	6
COc1ccc(NC(=O)c2cc(-c3ccccc3Cl)no2)cc1	-25	20
O=C(NCCc1ccccc1)C(=O)NCC1OCCN1S(=O)(=O)c1cccs1 (configuration not stated)	-13	34
Clc1ccccc1C1=Nn2c(nnc2-c2ccco2)SC1	-9	0
Cc1ccc(/C=C/C(=O)Nc2nc3ccccc3[nH]2)cc1	-2	17
COCCN(C(=O)COC(=O)CCC1CCCC1)c1c(N)n(Cc2ccccc2)c(=O)[nH]c1=O	-7	15
Cc1ccc(Sc2ncccc2/C=N/O)cc1	-25	10
Cc1nnc(SCC(=O)Nc2cc(C(F)(F)F)ccc2N2CCOCC2)o1	-13	7
CCOc1ccc(N(CC(=O)NCCSCc2ccc(C)cc2)S(C)(=O)=O)cc1	-29	2
CC[n+]1c(-c2ccc(C)cc2)csc1Nc1c(C)n(C)n(-c2ccccc2)c1=O	-15	16
CC(C)NC(=O)/C(C#N)=C/c1ccc2c(c1)OCCO2	-15	8
CCCn1c(SCC(=O)Nc2cccc(C)n2)nnc1C(C)C	-28	8
COc1ccc(NC(=O)CSCC(=O)N(C)CC(=O)Nc2c(C)cccc2C)cc1	-2	6
Cc1ccc2c(c1)[nH]c1c(N3CCN(Cc4ccccc4)CC3)ncnc12	30	32
O=C(CC1CCCC1)N1CCCC(Nc2cccc(F)c2)C1 (configuration not stated)	-10	27
O=C(NNS(=O)(=O)c1ccc2ccccc2c1)C1CCN(Cc2ccccc2)CC1	-41	17
Cc1sc(NC(=O)CCC(=O)O)c(C#N)c1C	-7	13
COc1ccc(-c2sc3ccccc3c2-c2ccc(O)cc2)cc1	17	17
Cc1nc2cc(NC(=O)c3ccc(S(=O)(=O)N(C)c4ccccc4)cc3)ccc2o1	14	16
Clc1ccc(N2N=C(c3cccs3)CC2c2ccco2)cc1 (configuration not stated)	-21	-4
CC1(C)Cc2c(sc(NC(=O)Cc3ccccc3)c2C#N)CO1	-22	7
O=C(OCc1cc(=O)n2c(n1)sc1ccccc12)c1ccc2c(=O)n3c(nc2c1)CCC3	-13	15
CCOC(=O)c1ccc(N2CN=C3SCC(=O)N3C2)cc1	-12	6

Two neighbouring compounds from above, for reference:
SMILES	OX1R antag-1	OX1R antag-2
O=C(OCc1cc(=O)n2c(n1)sc1ccccc12)c1ccc2c(=O)n3c(nc2c1)CCC3	-13	15
CCOC(=O)c1ccc(N2CN=C3SCC(=O)N3C2)cc1	-12	6
